Compound activity from PubChem.
Vif-APOBEC3F blk = inhibitors of Vif-A3F interaction. Potency, µM (doses to about 46.1 µM), for inactives: at the highest dose activity, negative = active. 390,000 compounds, 0.2% hits. HeLa A3F-eYFP + Vif (tagged APOBEC3F with the HIV-1 protein that degrades it), YFP fluorescence increase; further: potency means the concentration at half of the fitted maximal effect; % of control where 0% means no effect; nearly all actives have a fitted effect of over 65% in size
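HeLa cells stably expressing A3F-eYFP plus Vif, plated and incubated overnight at 37 deg C, then exposed to compounds overnight at 37 deg C. Blocked degradation read as raised yellow fluorescence (Ex 488/Em 500-530).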
RXFP1 agonist = activates the human relaxin receptor RXFP1 | HEK293T-RXFP1 cAMP TR-FRET, 30 min; response scale: percent of porcine relaxin response, buffer zero | Potency, µM (titrated, usually from 57.5 µM), inactives show at the highest dose activation, actives largely listed as activators | 370,000 compounds, 0.3% hits; further: potency means the concentration at half of the fitted maximal effect; on the % scale 0 is the no-effect control and ±100 the full control effect; nearly all actives have a fitted effect of over 60% in size; many of its hits are not listed in these tables
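cAMP rise read by TR-FRET after 30 min, 37C compound exposure (up to 58 uM) in RXFP1-transfected HEK293 cells with Ro 20174 present. EC50 from Hill-equation fits, with 29 nM porcine relaxin as 100% and buffer as basal.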
TrxR1 substrate = rat thioredoxin reductase 1 substrate activity; purified TrxR1 substrate turnover, NADPH consumption readout; Potency, µM (series often up to 114 µM), without a hit: top-dose activity change, negative = substrate turnover; 390,000 compounds, 0.01% hits; further: potency means the concentration at half of the fitted maximal effect; on the % scale 0 is the no-effect control and ±100 the full control effect; nearly all actives have a fitted effect of over 50% in size
Target sequence (O89049 whole entry, looked up): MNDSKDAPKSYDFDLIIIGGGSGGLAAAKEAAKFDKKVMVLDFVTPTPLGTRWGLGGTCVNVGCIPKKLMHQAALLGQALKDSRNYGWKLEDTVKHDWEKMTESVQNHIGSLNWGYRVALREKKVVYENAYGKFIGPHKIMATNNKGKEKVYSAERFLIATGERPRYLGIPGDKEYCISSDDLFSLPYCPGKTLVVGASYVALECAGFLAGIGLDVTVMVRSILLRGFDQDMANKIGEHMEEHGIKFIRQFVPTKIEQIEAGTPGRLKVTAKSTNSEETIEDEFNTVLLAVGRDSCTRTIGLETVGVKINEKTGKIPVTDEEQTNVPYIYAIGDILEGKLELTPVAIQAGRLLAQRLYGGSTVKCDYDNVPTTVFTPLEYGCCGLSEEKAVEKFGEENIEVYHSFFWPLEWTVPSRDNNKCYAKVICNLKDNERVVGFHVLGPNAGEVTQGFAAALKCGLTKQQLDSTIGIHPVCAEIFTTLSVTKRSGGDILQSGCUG
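Rat TrxR1, dispensed at 90 nM, was prereduced with 400 uM NADPH (final) for 5 min at ~22 deg C, then incubated with compound 15 min before 400 uM selenite. A first-read NADPH fluorescence drop versus no-compound background flagged substrates.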
Vif-A3G inh = Vif-A3G binding inhibition | Q9HC16 | HeLa A3G-eYFP + Vif (tagged APOBEC3G with the HIV-1 protein that degrades it), YFP fluorescence, overnight | Potency, µM (series often up to 46.1 µM), for inactives: at the top dose activity, negative = active, hits mostly inhibitors | 410,000 compounds, 0.076% hits | AID 602310;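 further: potency means the concentration at half of the fitted maximal effect; on the % scale 0 is the no-effect control and ±100 the full control effect; nearly all actives have a fitted effect of over 60% in size; hits raise eYFP signal because A3G escapes Vif-driven loss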
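HeLa cells stably expressing Vif and C-terminally eYFP-tagged A3G, seeded overnight at 37 deg C, then exposed to compound by pintool overnight at 37 deg C. Rise in yellow fluorescence (Ex 488/Em 500-530, Acumen) marks blocked Vif-driven A3G degradation.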
USP1-UAF1 inh = blocks the human USP1/UAF1 deubiquitinase complex. O94782. recombinant USP1/UAF1, Ub-Rhodamine cleavage fluorescence. Potency, µM (series often up to 57.1 µM), inactives show at the top dose activity change, negative = inhibition, hits mostly inhibitors. 390,000 compounds, 0.23% hits. AID 743255; further: potency means the concentration at half of the fitted maximal effect; on the % scale 0 is the no-effect control and ±100 the full control effect; nearly all actives have a fitted effect of over 60% in size; inactives centre near -12
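In this screen, compounds sit with the deubiquitinase complex (1nM) for 15 min at room temperature before Ub-Rho is added at 150nM final. Fluorescence rise is then followed for 6 reads every 60 seconds.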
LDHA block = blocks human lactate dehydrogenase A; P00338; 480,000 compounds, 0.15% hits; purified LDHA, NADH/diaphorase-resazurin fluorescence; stronger effect = lower value; activity change, % (values are at about 110 or 230 µM); in the data active means activity change below about -30%; inconclusive means mostly about -25% to -30%;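 further: plate controls were DMSO wells for no effect and wells without enzyme for full effect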
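Resorufin fluorescence (ex540/em590), read at 0 and 20 min after diaphorase/resazurin addition, reports the NADH left after a 5 min room-temperature reaction of 2 nM human LDH5 with 0.06 mM NADH and 0.2 mM pyruvate.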
IDH1 R132H inh = human IDH1 R132H inhibition. O75874. IDH1-R132H enzyme, NADPH consumption, diaphorase/resazurin fluorescence. Potency, µM (highest dose often 76.6 µM), without a hit: at the top dose activity change, negative = inhibition, actives largely listed as inhibitors. 390,000 compounds, 0.093% hits; further: potency means the concentration at half of the fitted maximal effect; on the % scale 0 is the no-effect control and ±100 the full control effect; nearly all actives have a fitted effect of over 65% in size
Target sequence (O75874 whole entry R132H, stated change not applied): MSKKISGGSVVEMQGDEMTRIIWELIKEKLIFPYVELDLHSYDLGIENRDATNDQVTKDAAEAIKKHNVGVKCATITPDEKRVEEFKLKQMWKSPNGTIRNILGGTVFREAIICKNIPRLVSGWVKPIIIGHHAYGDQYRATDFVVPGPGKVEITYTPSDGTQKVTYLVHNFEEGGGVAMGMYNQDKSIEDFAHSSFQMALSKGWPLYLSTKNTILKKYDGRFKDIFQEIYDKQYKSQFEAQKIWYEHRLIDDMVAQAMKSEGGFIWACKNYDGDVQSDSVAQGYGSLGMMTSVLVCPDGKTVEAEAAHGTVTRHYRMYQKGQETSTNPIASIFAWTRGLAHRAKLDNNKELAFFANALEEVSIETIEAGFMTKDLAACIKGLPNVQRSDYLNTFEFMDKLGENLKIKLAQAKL
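IDH1-R132H (0.5 ug/mL dispensed) in pH 7.5 Tris buffer was preincubated 30 min with compound, then given a substrate mix of 0.016 mM NADPH and 2 mM alpha-KG for 80 min at room temperature; remaining NADPH was read by diaphorase/resazurin fluorescence.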
PI4K2A inh = blocks human PI4K2A kinase activity | activity change, negative = inhibition, % at 76.9 µM | Q9BTU6 | AID 1346378 | 420,000 compounds, 0.13% hits | purified PI4K2A, ADP-Glo luminescence, 1 h; stronger effect = lower value; in the data active means activity change below about -50%; inconclusive means mostly about -30% to -49%;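 further: -100% = wells without enzyme as full effect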
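ADP-Glo luminescence measured ADP generated by PI4K2A enzyme (4 ug/mL before mixing) with 1.2 mM PI substrate (pre-mix) and 300 microM ATP (pre-mix). Tris pH7.5 buffer with MgCl2, Triton X-100; 1 h reaction at ambient temperature.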
Glioma ERSR ind = inducers of ER stress response in human glioma cells; Potency, µM, for inactives: at the top dose activation, hits mostly activators; U87-MG GRP78 promoter luciferase reporter, 16 h; 420,000 compounds, 0.02% hits; AID 602332; further: potency means the concentration at half of the fitted maximal effect; series mostly up to about 76 µM; % of control where 0% means no effect; nearly all actives have a fitted effect of over 35% in size
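Stably transfected U87-MG glioma cells carrying a GRP78-based luciferase sensor; 16 h compound incubation. Luminescence end-point read 10 min after Bright-Glo addition at room temperature.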
* marks the source's active call; other numbers are inactive results; ? = inconclusive; / = no result given; [ ] = remark or other dose. Unless noted, the call rests on the fitted dose curve; in most records, active means well fitted curve in the direction sought with a large enough effect; inconclusive means small, poorly fitted or top-dose-only effect, or another doubt; inactive means no such curve, though single readings can be large; an effect the other way counts as inactive or inconclusive. Some of the compounds tested. The share of hits here may be higher or lower than overall.

SMILES	Vif-APOBEC3F blk	RXFP1 agonist	TrxR1 substrate	Vif-A3G inh	USP1-UAF1 inh	LDHA block	IDH1 R132H inh	PI4K2A inh	Glioma ERSR ind
COCCNC(=O)C1CCN(S(=O)(=O)c2ccc3c(c2)OCCO3)CC1	?	-0.2%	-13%	-1%	-2%	-9	-4%	8	-2%
O=c1cc(Nc2ccc3c(c2)OCCO3)[nH]c(=O)n1-c1ccc(Cl)cc1	-8%	-0.1%	26%[57.1 µM]	-1%	-19%	6	16%	-1	-6%
Nc1ccc(C(=O)OCC(=O)NC(=O)c2ccccc2)cc1[N+](=O)[O-]	6%	1.1%	-1%	1%	-21%	-1	4%	4	-3%
CC(C)N(Cc1cc2ccccc2[nH]c1=O)C(=O)c1cccc([N+](=O)[O-])c1	2%	3.3%	26%	1%	-3%	-3	1%	1	-2%
O=C(O)CCC(=O)NNC(=O)CCC1CCCCC1	2%	0.5%	-13%	1%	-4%	-8	7%	1	-4%
CCCCn1c(N)c(N(CC(C)C)C(=O)CCCc2nc3ccccc3c(=O)[nH]2)c(=O)[nH]c1=O	-25%	2.1%	-13%	2%	-8%	-4	-1%	2	-5%
CCc1ccc(-c2nc(CS(=O)CC(=O)NC3CC3)c(C)o2)cc1 (configuration not stated)	-4%	-4.3%	-5%	-10%	-20%	-1	-3%	1	2%
CCC1(C)NC(=O)N(CC(=O)N2N=C(c3ccccc3)CC2c2ccc(OC)cc2)C1=O (configuration not stated)	-9%	0.3%	1%[57.1 µM]	-5%	-5%	0	2%	-4	-4%
O=S(=O)(N/N=C\c1cccnc1)c1ccccc1	-3%	0.6%	-10%	1%	3%	-7	5%	0	-3%
CCCn1c(N)c(C(=O)COC(=O)COc2ccc(Cl)c(C)c2)c(=O)n(C)c1=O	0%	1.3%	-2%	0%	-2%	-5	6%	1	-5%
Clc1c(-c2ccccc2)nnn1-c1ccccc1	8%	2.0%	-8%	-8%	-16%	-2	3%	-8	-2%
CC(=O)Nc1ccc(S(=O)(=O)N2CCN(C(=O)c3ncoc3-c3ccc(F)cc3)CC2)cc1	12%	0.0%	-1%	3%	-18%	-9	0%	-4	-3%
Cc1ccc(SCCNC(=O)CN(c2ccc3c(c2)OCO3)S(C)(=O)=O)cc1	0%	-1.0%	4%[57.1 µM]	0%	-2%	-10	3%	7	-5%
O=C(c1ccccc1[N+](=O)[O-])N1CCC(Cc2ccccc2)CC1	1%	0.2%	-1%	0%	0%	6	13%	3	-2%
Cc1ccc(NS(=O)(=O)c2cc(Br)cnc2N)cc1C	-13%	0.9%	-1%	-8%	-14%	1	14%	-2	-7%
Cc1ccc(CS(=O)(=O)Cc2ccc(C(=O)NC3CCCCCC3)o2)cc1	1%	-0.7%	-3%	6%	-12%	-1	-1%	-2	-4%
COc1ccc(C2NC(=O)NC(C)=C2C(=O)OC2CCCCC2)cc1OC (configuration not stated)	3%	0.0%	-7%[11.4 µM]	0%	-1%	-9	14%	2	-5%
CC1(Cc2ccccc2C#N)C(=O)Nc2cc(-c3ccccc3Cl)ccc21 (configuration not stated)	/	/	/	-6%	/	-2	/	5	-3%
CC(CN1CCCC1)OC(=O)c1ccc(Br)cc1 (configuration not stated)	8%	-2.8%	-1%	1%	-5%	0	-5%	-4	-3%
Cc1ccc(C(=O)Nc2ccccc2C(=O)NC2CCCCC2)cc1S(=O)(=O)N1CCOCC1	-4%	1.6%	15%	1%	-17%	-9	2%	6	-3%
COc1ccccc1CNC(=O)c1cc2cccc3c2n1CCS3	?	4.2%	10%	?	-27%	-4	-10%	3	-2%
COc1ccc(-n2c(SCC(=O)Nc3cc(C)on3)nc3c([nH]c4ccccc43)c2=O)cc1	2%	?	2%	-5%	-11%	0	13%	-6	-3%
CN1CCN(C(=O)CSc2ccc(Cl)cc2)CC1	-18%	0.3%	5%[57.1 µM]	5%	-4%	-1	2%	-3	6%
O=C(NC(=S)Nc1ccc(N2CCOCC2)cc1)c1ccc(Cl)cc1	1%	0.6%	-2%	3%	-6%	-10	-1%	-4	-3%
COCCCNC(=O)C1CCN(c2cc(C)nc3c(-c4ccc(Cl)cc4)c(C)nn23)CC1	-1%	1.0%	6%	-1%	-25%	-3	-8%	-4	-3%
CN(CC(=O)NCCN1CCN(c2ccccc2)CC1)S(=O)(=O)c1ccc2c(c1)CCC(=O)N2	2%	0.0%	-3%	3%	-21%	-2	-1%	1	0%
CCCCN=CC1=C(O)CC(c2ccccc2)CC1=O (configuration not stated)	-17%	1.7%	-8%	?	-16%	-3	-1%	-11	0%
CCc1ccccc1NC(=O)c1cccc(NC(=O)/C=C/c2ccco2)c1	7%	-2.0%	-12%	0%	-9%	-2	5%	1	6%
Cc1cc(-c2ccc(C)c(S(=O)(=O)N3CCN(c4ccccn4)CC3)c2)on1	10%	1.8%	1%	2%	-22%	-12	-7%	1	-5%
CC1CCCN(S(=O)(=O)c2cc(C(=O)NCCc3ccccc3)n(C)c2)C1 (configuration not stated)	3%	-0.2%	-6%[57.1 µM]	3%	-16%	-3	-3%	2	-1%
O=C(Nc1cccc(-c2nn[nH]n2)c1)c1csc2c1CCCC2	?	0.2%	-1%	1%	-13%	-7	9%	1	-2%
CCOC(=O)Cc1csc(NC(=O)Cc2ccc(C)cc2)n1	5%	0.0%	-2%[57.1 µM]	0%	-11%	-5	4%	2	-1%
CC(=O)NC(Cc1ccccc1)c1ccc2c(c1)OCCCO2 (configuration not stated)	-13%	1.5%	-7%	-3%	-6%	-9	-2%	0	5%
CCOC(=O)c1c(NC(N)=O)nc2n1CCC2	2%	3.1%	-3%	-4%	3%	-5	22%	4	-3%
Cn1c(SCCCC(=O)c2ccccc2)nnc1-c1ccncc1	4%	1.6%	-2%	-1%	-24%	-1	2%	-2	0%
Cc1cc2nc(C(C)(C)C)cc(N)n2n1	4%	1.6%	14%	1%	-30%	-17	-5%	-2	-1%
CCOc1ccccc1CN(CCc1ccc2c(c1)OCO2)Cc1ccccn1	-1%	0.9%	-3%	-1%	-14%	?	3%	14	-6%
COc1ccc(CC(=O)Nc2ccccc2C(=O)NCCc2ccccc2)cc1	1%	-1.3%	-2%	2%	-16%	-1	1%	0	0%
CCOC(=O)C1CCCN(C(=O)CN2C(=O)COc3ccc(C(C)(C)C)cc32)C1 (configuration not stated)	5%	2.1%	-14%	-5%	-1%	1	0%	4	4%
CN(C)C1CCN(Cc2cc(COCc3ccccc3)c3cccnc3c2O)C1 (configuration not stated)	-26%	0.3%	-4%	-6%	/	10	/	-1	-5%

Record cards, from the list above. Order of values: Vif-APOBEC3F blk	RXFP1 agonist	TrxR1 substrate	Vif-A3G inh	USP1-UAF1 inh	LDHA block	IDH1 R132H inh	PI4K2A inh	Glioma ERSR ind
Record of CCOc1ccccc1CN(CCc1ccc2c(c1)OCO2)Cc1ccccn1 = -1%	0.9%	-3%	-1%	-14%	?	3%	14	-6%
Record of CN(CC(=O)NCCN1CCN(c2ccccc2)CC1)S(=O)(=O)c1ccc2c(c1)CCC(=O)N2 = 2%	0.0%	-3%	3%	-21%	-2	-1%	1	0%
Record of Cn1c(SCCCC(=O)c2ccccc2)nnc1-c1ccncc1 = 4%	1.6%	-2%	-1%	-24%	-1	2%	-2	0%
Record of O=C(Nc1cccc(-c2nn[nH]n2)c1)c1csc2c1CCCC2 = ?	0.2%	-1%	1%	-13%	-7	9%	1	-2%

5 compounds from above, ordered by the value under USP1-UAF1 inh, highest first.
compound	Vif-APOBEC3F blk	RXFP1 agonist	TrxR1 substrate	USP1-UAF1 inh	LDHA block	IDH1 R132H inh	PI4K2A inh	Glioma ERSR ind
CCCn1c(N)c(C(=O)COC(=O)COc2ccc(Cl)c(C)c2)c(=O)n(C)c1=O	0%	1.3%	-2%	-2%	-5	6%	1	-5%
O=C(O)CCC(=O)NNC(=O)CCC1CCCCC1	2%	0.5%	-13%	-4%	-8	7%	1	-4%
CCCCn1c(N)c(N(CC(C)C)C(=O)CCCc2nc3ccccc3c(=O)[nH]2)c(=O)[nH]c1=O	-25%	2.1%	-13%	-8%	-4	-1%	2	-5%
COc1ccc(-n2c(SCC(=O)Nc3cc(C)on3)nc3c([nH]c4ccccc43)c2=O)cc1	2%	?	2%	-11%	0	13%	-6	-3%
Clc1c(-c2ccccc2)nnn1-c1ccccc1	8%	2.0%	-8%	-16%	-2	3%	-8	-2%
